MrgX1 antagonist: antagonists of human MrgX1 receptor, primary screen, HEK293 cells, Fluo-4 calcium flux. Mas-related G-protein coupled receptor member X1 (Homo sapiens), Q96LB2. BAM8-22 antagonism; active compounds read low. B-score at 10 µM. actives 1.3% (n = 310,000). AID 588676, 2011;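 active = calcium-response B-score plate-corrected more than 3 library SD below zero, starting fluorescence within 5 deviations, no agonist response on first addition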;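 also: peak minus trough fluorescence over baseline after final BAM8-22 challenge near maximal dose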
Target sequence (Q96LB2 whole entry, looked up): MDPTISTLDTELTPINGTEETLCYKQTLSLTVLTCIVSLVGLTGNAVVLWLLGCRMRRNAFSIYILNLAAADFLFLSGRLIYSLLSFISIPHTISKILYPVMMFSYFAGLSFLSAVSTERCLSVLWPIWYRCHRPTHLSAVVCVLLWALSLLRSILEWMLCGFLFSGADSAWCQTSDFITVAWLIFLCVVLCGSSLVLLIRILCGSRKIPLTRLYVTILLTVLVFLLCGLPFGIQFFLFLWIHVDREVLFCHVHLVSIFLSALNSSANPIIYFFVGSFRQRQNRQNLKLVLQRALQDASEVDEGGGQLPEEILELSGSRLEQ
KLF5 inh: KLF5 expression inhibitors, primary screen, DLD-1 cells, luminescence | AID 1700, 2009 | inhibition, % at 5 µM | DLD-1 KLF5 promoter-luciferase reporter | actives 0.23% (n = 290,000);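 active = inhibition above a per-plate limit of that plate's mean compound inhibition plus 3 SD, cut at about 60% in these data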;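 also: 0% = DMSO wells and 100% = LY294002 at 200 µM; higher means less KLF5 promoter-driven luciferase light; inactives centre near -14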
IEC-6 cytotox: cytotoxicity in IEC-6 intestinal epithelial cells, primary screen, cytotoxicity control for KLF5 inhibitor project, cell-based, luminescence; IEC-6 cytotoxicity, luminescence viability; inhibition, % at 5 µM; actives 0.78% (n = 290,000); in the data active = inhibition above about 22%;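 also: 0% = plate median of test compound wells and 100% = cytotoxic reference compound wells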
Active calls of the source: *; i = inactive; . = not tested or not shown. This is a subset (hit frequency here may not be typical).

SMILES	MrgX1 antagonist	KLF5 inh	IEC-6 cytotox
CCCCCCN1C(=O)C(O)=C(C(C)=O)C1c1ccccc1[N+](=O)[O-] (stereo unspecified)	.	-10	3
CSc1nc2sc3c(c2c2nnnn12)CC(C)(C)OC3	.	-11	-5
CC1SC(C)C(=O)N(CC(=O)NC2CCCCC2)C1=O (stereo unspecified)	.	3	4
O=C(C1CCN(c2nnc(N3CCCC3=O)s2)CC1)N1CCN(Cc2ccc3c(c2)OCO3)CC1	.	-54	-9
CCOC(=O)N1CCN(C(=O)CSc2nnc(-c3cc(OC)ccc3OC)o2)CC1	.	-46	6
CC(C)CCOc1ccc(C(=O)CCNC(C)C(=O)O)cc1 (stereo unspecified)	.	-46	-3
Nc1n[nH]c(=S)n1/N=C1/C(=O)Nc2ccccc21	.	-25	-5
CC(=O)NC(=S)NNC(=O)COc1ccc(Br)cc1	.	-29	-4
CN(C(=O)c1ccc(C(=O)N(C)C2CCCCC2)cc1)C1CCCCC1	.	-34	2
Cc1nn2c(-c3ccc(Cl)cc3)ccnc2c1-c1ccccc1	.	-3	3
Cc1cc(N=Cc2c(O)n(-c3ccc(C)c(C)c3)c(=O)c3ccccc23)no1	.	-20	-1
CCc1nc(SCC(=O)N2CCN(c3ccccc3)CC2)c2c(=O)n(C)c(=O)n(C)c2n1	.	-11	-4
Cc1nnc(Sc2nc3c(c(=O)[nH]c(=O)n3C)n2CCCc2ccccc2)s1	.	-40	-1
COc1ccc(C2C(C(=O)c3ccccc3)N3c4ccccc4C=CC3C2[N+](=O)[O-])cc1 (stereo unspecified)	.	-41	-2
CCOCCCn1c(=N)c(C(=O)Nc2cc(C)on2)cc2c(=O)n3ccccc3nc21	.	-26	-3
CCOC(=O)CC1C(=O)NCCN1c1nc2c(C)cccn2c(=O)c1/C=C1\SC(=S)N(CC(C)C)C1=O (stereo unspecified)	.	-5	-1
CCCCS(=O)(=O)NC1=NCN(C2CCN(Cc3ccccc3)CC2)CN1	.	-1	-2
Cn1c(=O)c2sccc2n2c(CCCC(=O)NCc3ccc4c(c3)OCO4)nnc12	.	-10	-3
CCOC(=O)N1CCC(NC(=O)Cn2c3ccccc3c3cn[nH]c(=O)c32)CC1	.	-8	2
Cc1nn(-c2ccccc2)c2c1C(c1ccc(Br)s1)C(C#N)=C(N)O2 (stereo unspecified)	.	-7	8
O=C(CSc1nnc(-c2ccc(Cl)s2)o1)N1CCOCC1	.	-28	4
CC1CCCCC1NC(=O)CSc1ccsc1[N+](=O)[O-] (stereo unspecified)	.	-16	-5
COCCn1c(CN2CCN(C)CC2)nc2c1c(=O)n(C)c(=O)n2C	.	-18	-2
O=c1c2cnn(-c3ccccc3)c2ncn1/N=C/c1ccncc1	.	16	2
COC(=O)c1ccc(COc2ccccc2/C=N/Nc2cccc(C(=O)O)c2)cc1	.	-96	0

(listing goes on)
SMILES	MrgX1 antagonist	KLF5 inh	IEC-6 cytotox
COc1cccc(-n2c(SCC(=O)N3CCCC3)nc3c([nH]c4ccccc43)c2=O)c1	.	-7	-3
CC(C)N1CCN(Cc2cnc(N3CCCC3)s2)CC1CCO (stereo unspecified)	.	-30	-7
O=C(O)Cc1ccc(-c2ccccc2)cc1	.	-14	-6
c1ccc(-c2nnc(Cn3c4ccccc4c4nc5ccccc5nc43)o2)cc1	.	-29	-1
COc1ccc2[nH]cc(C(=O)CN3CCN(C/C=C/c4ccccc4)CC3)c2c1	.	-35	13
O=C(/C=C/c1cccc([N+](=O)[O-])c1)NC(=S)Nc1ccccc1C(=O)O	.	1	3
Cn1c(=O)oc2cc(S(=O)(=O)N3CCCC(C(=O)N4CCn5c4nc4ccccc45)C3)ccc21 (stereo unspecified)	.	-8	-3
COc1ccc(S(=O)(=O)NCC(c2cccnc2)N2CCN(c3ccccc3OC)CC2)cc1C (stereo unspecified)	.	-14	-7
O=C(c1cnc2n(c1=O)CCS2)N1CCN(c2ccccc2Cl)CC1	.	-5	3
Cc1sc2nc3c(C(=O)N4CCN(c5ccccn5)CC4)cccn3c(=O)c2c1C	.	-39	-5
Cn1c(=O)c(NC2CCCCC2)c2c3c(cccc31)C(=O)c1ccccc1-2	.	21	-1
Cc1ccc(N2C(=O)N(CC(=O)C(C)(C)C)c3ccccc3S2(=O)=O)cc1	.	-4	-4
c1ccc(-c2nnc(-c3cccc(-c4nnc(-c5ccccc5)o4)c3)o2)cc1	.	-12	4
O=C(Nc1nc2cc3c(cc2s1)OCCO3)c1cccc(S(=O)(=O)N2CCOCC2)c1	.	-23	3
O=C(c1ccccn1)N1CC=C(c2ccccc2)CC1	.	-6	0
CC(=O)OCCNc1cc(N2CCN(C)CC2)c2noc3c2c1C(=O)c1ccccc1-3	.	-6	6
CC(C)C(=O)N1CCC(CN=Cc2c(O)n(C3CCCCC3)c(=O)n(C3CCCCC3)c2=O)CC1	.	-19	-2
O=C(Nc1ccc(N2CCOCC2)c(C(=O)O)c1)c1ccco1	.	-61	-6
Cc1ccc(NC(=O)CN2C(=O)N/C(=C/c3cc(C)n(-c4cccc(C(=O)O)c4)c3C)C2=O)cc1	.	-11	2
COc1cc(C(C(=O)NC(C)(C)C)N(C(=O)CNC(=O)c2cccs2)c2ccc(C(C)C)cc2)cc(OC)c1OC (stereo unspecified)	.	9	10
Cc1c2c(n3c(nc4ccccc43)c1C#N)N(c1ccccc1)CC2	.	-2	1
CCOc1ccc(NC(=O)CN2C(=O)/C(=C3\SC(=S)N(C4CCS(=O)(=O)C4)C3=O)c3ccccc32)cc1 (stereo unspecified)	.	0	7
Cn1c(SCC(=O)Nc2ccc3nc(SCC(=O)N4CCCC4)sc3c2)nnc1-c1ccc(N)cc1	.	-17	2
CC(NC(=S)NCCCN1CCOCC1)C1CC2CCC1C2 (stereo unspecified)	.	-23	1
COCCNCC(=O)Nc1nc(C)cs1	.	2	1

(next part)
SMILES	MrgX1 antagonist	KLF5 inh	IEC-6 cytotox
COc1ccc(CC(=O)NCc2nnc(SCC(=O)N3CCN(c4ccccc4)CC3)n2C)cc1	.	-37	1
CCN1CCN(Cc2nc3c(c(=O)n(C)c(=O)n3C)n2CCc2ccccc2)CC1	.	-16	-4
CSc1nc(-c2ccccc2)nc2[nH]ccc(=O)c12	.	-1	-4
Cc1ccc(C2=NN=C(NC(=O)C(F)(F)F)SC2)cc1	.	-2	1
COC(=O)c1cc2oc(C)cc2n1CC(=O)Nc1ccc(OC)c(OC)c1OC	.	-2	0
CCCc1nc(N2CCOCC2)c2sc(=S)n(-c3ccccc3)c2n1	.	-29	-5
Cc1ccnc2ccc(P(=O)(c3ccccc3)c3ccccc3)cc12	.	-15	-1
O=C(CCCN1C(=O)/C(=C/c2cccs2)SC1=S)Nc1ccc(O)c(C(=O)O)c1	.	8	-13
Cc1ccc(S(=O)(=O)c2cc3c(=O)n4ccccc4nc3n(CC3CCCO3)c2=N)cc1 (stereo unspecified)	.	-30	-4
COc1cccc2cc(C(=O)C3=C(O)C(=O)N(CCCN4CCOCC4)C3c3ccncc3)oc12 (stereo unspecified)	.	4	3
Nc1ncnc2c1ncn2C1CCCO1 (stereo unspecified)	i	.	.
O=C(NC(CO)(CO)CO)[C@@H]1CCCN1S(=O)(=O)c1cccc2cccnc12	i	.	.
COc1ccc(S(=O)(=O)N2CCN(c3ncnc4c(-c5ccccc5)nsc34)CC2)cc1	i	.	.
OC[C@@H](O)[C@@H](O)CO	i	.	.
COc1cc(OC)c(/C=C2\C(=O)Nc3ccccc32)c(OC)c1	i	.	.
CCN1C(=O)[C@@H]2[C@@H](c3ccc(-c4ccc5c(c4)OCO5)c(OC)c3)N3CCC[C@@]3(C(=O)OC)[C@@H]2C1=O	i	.	.
COc1cc(/C=C/C(=O)N2CCC=CC2=O)cc(OC)c1OC	i	.	.
CC1(C)CC[C@]2(C(=O)O)CC[C@]3(C)C(=CC[C@@H]4[C@@]5(C)CC[C@H](O)C(C)(C)[C@@H]5CC[C@]43C)[C@@H]2C1	i	.	.
CC[C@H](C)[C@H]1O[C@]2(CC[C@@H]1C)C[C@@H]1C[C@@H](CC=C(C)[C@@H](O[C@H]3C[C@H](OC)[C@@H](O[C@H]4C[C@H](OC)[C@@H](O)[C@H](C)O4)[C@H](C)O3)[C@@H](C)C=CC=C3CO[C@@H]4[C@H](O)C(C)=C[C@@H](C(=O)O1)[C@]34O)O2	i	.	.
CCNC(=O)N1CCN(CCCC(c2ccc(F)cc2)c2ccc(F)cc2)CC1	i	.	.
COc1ccc(-c2cn(CCO)c(-c3ccncc3)n2)cc1	i	.	.
Cc1ccc(OC[C@H](O)[C@H](C)NC(C)C)c2c1CCC2	i	.	.
C[C@H](NCCc1ccc(O)cc1)[C@H](O)c1ccc(O)cc1	i	.	.
OCC[C@H]1C[C@H](O)[C@@H](O)[C@]2(Cc3ccccc3CO2)O1	i	.	.
Cc1ccccc1S(=O)(=O)N1[C@@H](c2ccccc2)C(C(=O)O)=CC[C@H]1c1ccc(Cl)cc1	i	.	.

Look-ups from above:
KLF5 inh result of COc1cccc2cc(C(=O)C3=C(O)C(=O)N(CCCN4CCOCC4)C3c3ccncc3)oc12 (stereo unspecified) = 4
KLF5 inh result of COc1ccc(CC(=O)NCc2nnc(SCC(=O)N3CCN(c4ccccc4)CC3)n2C)cc1 = -37
IEC-6 cytotox result of COC(=O)c1cc2oc(C)cc2n1CC(=O)Nc1ccc(OC)c(OC)c1OC = 0
KLF5 inh result of CCCc1nc(N2CCOCC2)c2sc(=S)n(-c3ccccc3)c2n1 = -29

Going on with the list:
SMILES	MrgX1 antagonist	KLF5 inh	IEC-6 cytotox
CCC(C)(C)C1CCc2[nH]nc(C(=O)NCc3ccc(OC)cc3)c2C1 (stereo unspecified)	i	.	.
Oc1ccc(Cl)cc1CNCc1ccc(F)c(F)c1	i	.	.
NC(=O)C[C@H](N)c1cn([C@@H](CC(N)=O)C(=O)N2CCNCC2)nn1	i	.	.
C#CCOCCOCCOCCNc1nc(N2CCN(C(=O)CCCCCCCCCCNC(=O)[C@H](CCCCN)n3cc(C)nn3)CC2)nc(N2CCN(C(=O)CCCCCCCCCCNC(=O)[C@@H]([C@H](C)O)n3cc(C)nn3)CC2)n1	i	.	.
Cc1c(NC(C)C)c(=O)n(-c2ccccc2)n1C	i	.	.
Cc1ccc(S(=O)(=O)N2[C@@H](c3ccccc3)C(C(=O)O)=CC[C@H]2c2ccc(Cl)c(Cl)c2)cc1	i	.	.
CCCNC(C)(C)COC(=O)c1ccccc1	i	.	.
CN(C)C1=NCCN1CCCC1CCCCC1	i	.	.
CCOC(=O)[C@H]1[C@H]2COc3ccc(Cl)cc3[C@@H]2N2C(=O)c3ccc(Cl)cc3NC(=O)[C@@]12C	i	.	.

A draw from above in order of number of heavy atoms, falling.
SMILES	MrgX1 antagonist	KLF5 inh	IEC-6 cytotox
C#CCOCCOCCOCCNc1nc(N2CCN(C(=O)CCCCCCCCCCNC(=O)[C@H](CCCCN)n3cc(C)nn3)CC2)nc(N2CCN(C(=O)CCCCCCCCCCNC(=O)[C@@H]([C@H](C)O)n3cc(C)nn3)CC2)n1	i	.	.
Cc1ccc(S(=O)(=O)N2[C@@H](c3ccccc3)C(C(=O)O)=CC[C@H]2c2ccc(Cl)c(Cl)c2)cc1	i	.	.
CCOC(=O)[C@H]1[C@H]2COc3ccc(Cl)cc3[C@@H]2N2C(=O)c3ccc(Cl)cc3NC(=O)[C@@]12C	i	.	.
Oc1ccc(Cl)cc1CNCc1ccc(F)c(F)c1	i	.	.

Assay outcomes (PubChem)
